Bioassay records: PubChem, National Center for Advancing Translational Sciences (NCATS)
USP2a inh: qHTS Assay for Inhibitors of Ubiquitin-specific Protease USP2a Using CHOP2 as the Reporter | 0.01% of 330,000 active | Potency, µM (highest dose often 38.3 µM), inactives show at the top dose activity change, negative = inhibition, actives largely listed as inhibitors | Ubiquitin carboxyl-terminal hydrolase 2 (Homo sapiens), O75604 | USP2 core, Ub-CHOP2 coupled fluorogenic reporter, 485/531;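 further: potency means the concentration at half of the fitted maximal effect; plate controls were DMSO wells for no effect and full inhibition by NEM control for full effect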
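Cell-free coupled assay: 10nM USP2 core preincubated 30min RT with compound in Tris-HCl pH 8.0/CaCl2/CHAPS buffer, then 25nM Ub-CHOP2 and 25nM reporter substrate; fluorescence (Ex 485/Em 531) read after 60min RT, normalized to NEM inhibition, concentration-response curves fitted.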
TSHR antag: Antagonists of the Thyroid Stimulating Hormone Receptor: HTS campaign | Thyrotropin receptor (Homo sapiens), P16473 | TSHR-expressing cells, TSH-stimulated cAMP HTRF, 2 h; active compounds read low | activity change, negative = inhibition, % at 11.5 µM | 0.2% of 330,000 active | AID 504810, 2011;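 active means activity change below a set negative limit, meaning inhibition stronger than a set level, cut at about -70% in these data; inconclusive means activity change between two set negative limits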; further: on the % scale 0 is the no-effect control and ±100 the full control effect
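TSHR-expressing cells were treated with compounds, then stimulated with TSH at EC80 (4nM final) for 2 hours at 37 deg C. Cellular cAMP was measured by HTRF competition between lysate cAMP and cAMP-d2 for a cryptate-labelled anti-cAMP antibody.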
KCNH2 WT inh: qHTS for Inhibitors of KCHN2 3.1: Wildtype qHTS | Voltage-gated inwardly rectifying potassium channel KCNH2 (Homo sapiens), Q12809 | U2OS, BacMam KCNH2, thallium flux FluxOr; active compounds read low | activity change, % at 1.84 µM | 0.37% of 340,000 active;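 active means maximum activity change below -70%; inconclusive means maximum activity change between -70% and -50%; inactive means maximum activity change above -50%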; further: on the % scale 0 is the no-effect control and ±100 the full control effect
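U2OS cells transduced with wild-type KCNH2 virus are loaded with FluxOr dye for 45 min, and thallium flux is measured in kinetic reads before and after stimulation buffer. Rate constants are normalized to DMSO controls.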
Mito fusion yeast: qHTS Assay for Small Molecule Inhibitors of Mitochondrial Division or Activators of Mitochondrial Fusion. Potency, µM (highest dose often 46.1 µM), inactives show at the top dose growth rescue (activation), usual class: activators. 0.23% of 320,000 active. AID 485298, 2010. S. cerevisiae fusion-defective mutant growth rescue, CellTiterGlo 48 h;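 further: potency means the concentration at half of the fitted maximal effect; % of control where 0% means no effect; nearly all actives have a fitted effect of over 45% in size; temperature-sensitive fusion mutants such as fzo1-1 at 37 °C on non-fermentable ethanol glycerol medium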
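Luminescent cell viability in 1536-well qHTS format served as the measure of rescued growth in ts fusion-mutant S. cerevisiae cultured on non-fermentable YPEG for 48 hours at 37C.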
MBNL1 CUG block: qHTS Assay for Inhibitors of MBNL1-poly(CUG) RNA binding | TR-FRET MBNL1-His/biotin-(CUG)12 binding, 665/545 ratio | Potency, µM (titrated, usually from 57.5 µM), inactives show at the top dose activity change, negative = inhibition, actives largely listed as inhibitors | 0.036% of 280,000 active | AID 2675, 2010; active means well fitted inhibition curve with a large enough effect in the signal ratio, with a control signal flat, not every such curve was filed as active; inconclusive means small, poorly fitted or top-dose-only effect, or effect the other way, or a change in a side signal; inactive means no such curve, though single readings can be large or run the other way; the % refers to the signal ratio; further: potency means the concentration at half of the fitted maximal effect; on the % scale 0 is the no-effect control and ±100 the full control effect
Target sequence (Q9NR56 whole entry, looked up): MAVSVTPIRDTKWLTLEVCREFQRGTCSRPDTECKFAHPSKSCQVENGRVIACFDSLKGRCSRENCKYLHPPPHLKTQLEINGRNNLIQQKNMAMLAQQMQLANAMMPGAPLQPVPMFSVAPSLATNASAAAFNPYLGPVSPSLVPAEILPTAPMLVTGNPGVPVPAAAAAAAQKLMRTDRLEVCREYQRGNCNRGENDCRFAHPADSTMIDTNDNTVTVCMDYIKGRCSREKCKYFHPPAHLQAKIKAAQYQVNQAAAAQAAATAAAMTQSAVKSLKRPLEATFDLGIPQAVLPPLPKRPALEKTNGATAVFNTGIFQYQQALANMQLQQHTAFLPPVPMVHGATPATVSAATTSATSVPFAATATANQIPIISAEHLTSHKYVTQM
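Compounds (final 92 nM to 58 uM) are added to His-tagged MBNL1 and biotin-(CUG)12, then terbium anti-His antibody and streptavidin-XL665 (5 nM final). After 60 min at room temperature, the 665/545 nm ratio is read.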
PKM2 act: qHTS Assay for Activators of Human Muscle isoform 2 Pyruvate Kinase | purified PKM2, Kinase-Glo ATP luminescence, activation; response scale: 0% is enzyme alone, no compound | 0.34% of 260,000 active | Potency, µM (titrated, usually from 57.5 µM), for inactives: at the highest dose activation, actives largely listed as activators | AID 1631, 2009 | Pyruvate kinase PKM (Homo sapiens), P14618; further: potency means the concentration at half of the fitted maximal effect; on the % scale 0 is the no-effect control and ±100 the full control effect; nearly all actives have a fitted effect of over 55% in size
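Purified hPK-M2 (>95%) run at intermediate activity with 0.1 mM ADP and 0.5 mM PEP in 50 mM imidazole pH 7.2, KCl, MgCl2; 1 h room temperature. ATP formed read by Kinase-Glo luminescence; normalized to uninhibited and no-enzyme controls.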
ASM inhibitor: Inhibitors of Secretory Acid Sphingomyelinase (S-ASM): qHTS | Sphingomyelin phosphodiesterase (Homo sapiens), P17405 | placental ASM, HMU-PC fluorogenic substrate, 60 min | Potency, µM (highest dose often 57.5 µM), without a hit: at the top dose activity change, negative = inhibition, hits mostly inhibitors | 0.006% of 340,000 active | AID 504937, 2011; further: potency means the concentration at half of the fitted maximal effect
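Human placenta-derived ASM preincubated with compound 10 min at room temperature, then reacted with 9 uM (final) fluorogenic HMU-PC substrate for 60 min at 37 C. Stop solution raises pH to 10; fluorescence read at Ex 386/Em 447 nm.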
GALK inhibitor: qHTS Assay for Inhibitors of Human Galactokinase (GALK); Potency, µM (series often up to 57.5 µM), without a hit: top-dose activity change, negative = inhibition, most hits filed as inhibitors; Purified GALK, Kinase-Glo residual ATP luminescence; 0.007% of 270,000 active; further: potency means the concentration at half of the fitted maximal effect; on the % scale 0 is the no-effect control and ±100 the full control effect
Target sequence (P51570 whole entry, looked up): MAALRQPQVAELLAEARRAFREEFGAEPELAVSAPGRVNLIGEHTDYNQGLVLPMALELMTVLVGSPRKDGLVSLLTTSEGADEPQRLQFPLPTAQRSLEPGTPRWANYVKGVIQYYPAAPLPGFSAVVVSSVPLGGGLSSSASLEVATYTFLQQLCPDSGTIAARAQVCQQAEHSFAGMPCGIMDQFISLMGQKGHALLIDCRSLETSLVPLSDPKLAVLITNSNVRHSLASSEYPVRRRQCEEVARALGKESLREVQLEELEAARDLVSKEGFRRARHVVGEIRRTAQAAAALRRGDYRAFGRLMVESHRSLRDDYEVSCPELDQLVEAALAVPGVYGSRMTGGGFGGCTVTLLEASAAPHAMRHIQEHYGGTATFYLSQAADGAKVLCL
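Compounds were pin-transferred into ATP buffer (35 uM final), then GALK plus galactose (5 nM, 100 uM final) was added. After 1 h at room temperature, Kinase-Glo Plus was added and luminescence read after 10 min.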
BCR signal inh: qHTS Assay to Find Inhibitors of Chronic Active B-Cell Receptor Signaling. 0.05% of 340,000 active. Potency, µM (highest dose often 46.1 µM), for the others: at the highest dose ratio change, negative = lower green/red ratio, hits mostly inhibitors. ABC-DLBCL IkBa-CBG/CBR reporter, luminescence ratio, 4 h; active means well fitted inhibition curve with a large enough effect in the signal ratio, with a control signal flat, not every such curve was filed as active; inconclusive means small, poorly fitted or top-dose-only effect, or effect the other way, or a change in a side signal; the % refers to the signal ratio;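 further: potency means the concentration at half of the fitted maximal effect; plate controls were basal doxycycline-induced cells for no effect and cells given 10 µM MG132 for full effect; MG132 reads +100%, hits lower the ratio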
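Doxycycline induced both beetle luciferases in TMD8 lymphoma cells; IKK-driven degradation limits the IkappaBalpha-fused green signal, while red luminescence normalises for cell number and nonspecific effects. Compounds tested up to 46 uM, 4 hrs.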
Menin-MLL TR inh: qHTS Assay for Inhibitors Targeting the Menin-MLL Interaction in MLL Related Leukemias: Competition With Texas Red Labeled MLL-derived Mutant Peptide; O00255; Menin + Texas Red MLL mutant peptide, fluorescence polarization; Potency, µM (doses to about 61.6 µM), for inactives: top-dose FP activity change, negative = inhibition, actives largely listed as inhibitors; 0.23% of 270,000 active; AID 1768, 2009; active means well fitted inhibition curve with a large enough effect in the polarisation, with a control signal flat, not every such curve was filed as active; inconclusive means small, poorly fitted or top-dose-only effect, or effect the other way, or a change in a side signal; inactive means no such curve, though single readings can be large or run the other way; the % refers to the polarisation; further: potency means the concentration at half of the fitted maximal effect; % of control where 0% means no effect; many of its hits are not listed in these tables
Eya2 inh: qHTS Assay for Inhibitors of the Phosphatase Activity of Eya2; Protein phosphatase EYA2 (Homo sapiens), O00167; recombinant Eya2, OMFP fluorescence dephosphorylation (OMFP is methylfluorescein phosphate); Potency, µM (titrated, usually from 76.9 µM), for the others: at the top dose activity, negative = inhibition, usual class: inhibitors; 0.006% of 330,000 active; further: potency means the concentration at half of the fitted maximal effect; on the % scale 0 is the no-effect control and ±100 the full control effect
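Eya2 protein (added as 0.2 uM solution) was preincubated with compound for 10 min at ambient temperature in 50 mM HEPES pH 7.5, 50 mM NaCl, 5 uM MgCl2, 0.05% BSA, 1 mM DTT. OMFP (added at 50 uM) then reacted 10 min; fluorescence read at 485/525 nm.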
* marks the source's active call; other numbers are inactive results; ? = inconclusive; · = no result given; & = joins results of further samples; [ ] = dose if it differs, or a comment. Unless noted, the call rests on the fitted dose curve; in most records, active means well fitted curve in the direction sought with a large enough effect; inconclusive means small, poorly fitted or top-dose-only effect, or another doubt; inactive means no such curve, though single readings can be large; an effect the other way counts as inactive or inconclusive. These rows are one share of the data; the hit share may differ from the screen's.

Values run as follows: Mito fusion yeast, BCR signal inh, GALK inhibitor, TSHR antag, KCNH2 WT inh, MBNL1 CUG block, Menin-MLL TR inh, PKM2 act, USP2a inh, ASM inhibitor, Eya2 inh
COc1cccc(C2=CC(c3ccc(N(C)C)cc3)n3nnnc3N2)c1 (stereo not drawn)
    -3%, -10%, -1%, -15, -5, 19%, 15%, 0%, 4%, 46%[activator], 20%
Cn1c(=O)c2ncn(CC(=O)Nc3cc(C(F)(F)F)ccc3N3CCOCC3)c2n(C)c1=O
    -8%, -9%, 1%, 16, -10, -4%, 4%, 3%, 1%, 3%, 5%
CCC(=O)N1CCN(C(=O)c2ccccc2)CC1
    -44%&-8%[inhibitor], -1%, ·, 10&6, -1, ·, -4%, ·, 2%, 4%, -3%&8%
CCOC(=O)CN1C(=O)C(C)(C)Oc2ccc(C(=O)Nc3ccccc3OC)cc21
    1%, ?, 1%, -8, 6, -3%, 0%, -2%, -7%, -2%, -20%
CCCc1[nH][nH]c(=O)c1C(c1ccc(Br)cc1)C(C#N)C#N (stereo not drawn)
    2%, 8%, -1%, 25, -2, 6%, 4%, -2%, -1%, -4%, 13%
Cc1ccccc1-n1nc2c(c1NC(=O)c1cc3ccccc3o1)CS(=O)(=O)C2
    -1%, -10%, ·, -9, -12, ·, ·, ·, 2%, -1%, -5%
Cc1cccc(CC(Cc2nc3ccccc3[nH]2)c2nc3ccccc3[nH]2)c1 (stereo not drawn)
    -1%, ?, 0%, -4, 17, ?, 10%, -7%, 0%, 0%, 2%
O=C(CCC(=O)Nc1ccccc1)NNC(=O)COc1ccccc1
    -2%, ?, 1%, 12, 12, 3%, 9%, 0%, 0%, 3%, 5%
CS(=O)(=O)N(CC(=O)N1CCC(C(N)=O)CC1)C1CCCCC1
    0%, -2%, -1%, 2, 4, 0%, -7%, 1%, -1%, 0%, 15%
CCC(=O)N1N=C(c2ccc(Cl)cc2)CC1c1ccco1 (stereo not drawn)
    17%, -1%, -1%, 7, 8, ·, ·, ?, -7%, -1%, 7%
O=C(CSC(=S)N1CCCCC1)Nc1ncc2c(n1)CCCC2=O
    -5%, ?, 0%, -4, 3, ·, ·, -11%, 1%, 0%, -12%
CS(=O)(=O)N1CCN(c2nc(-c3ccccc3)cs2)CC1
    -7%, ?, -6%, -4, -13, 0%, 1%, 3%, 2%, -8%, 5%
CCOC(=O)CSc1nc2ccc(NC(C)=O)cc2s1
    7%, -3%, -1%, -13, -3, -5%, -2%, 1%, 1%, -1%, -4%
COc1ccc(C(C)=O)cc1CSc1nnc(-c2ccncc2)n1C
    9%, 0%, -2%, -3, 1, -5%, 1%, -6%, 0%, 4%, 4%
CCN1C(=O)[C@H]2[C@H]3CN=C(SCc4ccc(Cl)cc4)N3[C@@](Cc3ccccc3)(C(=O)OC)[C@H]2C1=O
    ·, ?, ·, 9, -1, ·, ·, ·, -1%, 3%, -6%
Cc1occc1C(=O)Nc1cccc2ccccc12
    ?, ?, 0%, 11, 1, 9%, ?, -6%, -1%, -3%, -5%
CC(=O)c1ccccc1NC(=O)COC(=O)/C(=C/c1ccccc1)n1nnnc1C
    -10%, ?, 4%, -1, -2, -3%, ·, 11%, 0%, 3%, 1%
Cc1cc2ncn(N)c2cc1C
    -3%, 0%, 1%, 3, 0, 3%, 8%, -4%, -1%, 2%, 8%
COc1ccccc1Nc1nc(N)nc(CN2CCN(Cc3ccccc3)CC2)n1
    -6%, -3%, 6%, 0, -21, -1%, -15%, -2%, 2%, 0%, 9%

Structures listed so far with a carbonyl joined to an NH by a bond outside any ring (9):
Values run as follows: Mito fusion yeast, BCR signal inh, GALK inhibitor, TSHR antag, KCNH2 WT inh, MBNL1 CUG block, Menin-MLL TR inh, PKM2 act, USP2a inh, ASM inhibitor, Eya2 inh
Cn1c(=O)c2ncn(CC(=O)Nc3cc(C(F)(F)F)ccc3N3CCOCC3)c2n(C)c1=O
    -8%, -9%, 1%, 16, -10, -4%, 4%, 3%, 1%, 3%, 5%
CCOC(=O)CN1C(=O)C(C)(C)Oc2ccc(C(=O)Nc3ccccc3OC)cc21
    1%, ?, 1%, -8, 6, -3%, 0%, -2%, -7%, -2%, -20%
Cc1ccccc1-n1nc2c(c1NC(=O)c1cc3ccccc3o1)CS(=O)(=O)C2
    -1%, -10%, ·, -9, -12, ·, ·, ·, 2%, -1%, -5%
O=C(CCC(=O)Nc1ccccc1)NNC(=O)COc1ccccc1
    -2%, ?, 1%, 12, 12, 3%, 9%, 0%, 0%, 3%, 5%
CS(=O)(=O)N(CC(=O)N1CCC(C(N)=O)CC1)C1CCCCC1
    0%, -2%, -1%, 2, 4, 0%, -7%, 1%, -1%, 0%, 15%
O=C(CSC(=S)N1CCCCC1)Nc1ncc2c(n1)CCCC2=O
    -5%, ?, 0%, -4, 3, ·, ·, -11%, 1%, 0%, -12%
CCOC(=O)CSc1nc2ccc(NC(C)=O)cc2s1
    7%, -3%, -1%, -13, -3, -5%, -2%, 1%, 1%, -1%, -4%
Cc1occc1C(=O)Nc1cccc2ccccc12
    ?, ?, 0%, 11, 1, 9%, ?, -6%, -1%, -3%, -5%
CC(=O)c1ccccc1NC(=O)COC(=O)/C(=C/c1ccccc1)n1nnnc1C
    -10%, ?, 4%, -1, -2, -3%, ·, 11%, 0%, 3%, 1%
